M. tuberculosis: growth inhibition of non-replicating M. tuberculosis (AID 488890); Mycobacterium tuberculosis non-replicating, growth inhibition; higher % means a stronger effect; inhibition, % at 25 µM; hits with a dose series show IC50 in µM; actives 0.39% (n = 320,000); in the data active means a potency from the dose series; inconclusive means inhibition mostly from about 82% at the one dose, without a potency; inactive means the rest, 99 in 100 with inhibition below about 76%;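 further: plate controls were DMSO cells for no effect and high antibiotic wells for full effect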
influenza NS1A: NS1A inhibition, H1N1 influenza, cell based functional assay (AID 504329); NS1A functional cell-based assay, percent inhibition; higher % means a stronger effect; actives 0.3% (n = 340,000); inhibition, % at 12.5 µM, or IC50 in µM where a hit was titrated; in the data active means a potency from the dose series; inconclusive means inhibition above about 27% without an active follow-up result; further: strong numbers were not always called active
M. tuberculosis HTS: M. tuberculosis growth inhibition, HTS (AID 449762) | M. tuberculosis H37Rv growth inhibition, 7H9 media; higher % means a stronger effect | actives 0.59% (n = 330,000) | inhibition, % at 25 µM; hits with a dose series show IC50 in µM; in the data active means a potency from the dose series; inconclusive means inhibition above about 70% without an active follow-up result;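 further: bacterial growth assessed after seven days of incubation; strong numbers were not always called active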
inhibitors of VEEV: inhibitors of VEEV TC-83 cytopathic effect, confirmation, Vero cells (AID 588727); Vero cells, VEEV TC-83 cytopathic effect inhibition; higher % means a stronger effect; one-dose inhibition, % at 20 µM; IC50 in µM for titrated hits; actives 0.13% (n = 350,000); in the data active means a potency from the dose series; inconclusive means inhibition mostly from about 14% at the one dose, without a potency; inactive means the rest, 99 in 100 with inhibition below about 12%; further: strong numbers were not always called active
PhoP GFP inhibition: Inhibition of PhoP regulon, Salmonella typhi GFP reporter cells, confirmation, 4 h (AID 1850); actives 0.33% (n = 310,000); inhibition, % at 50 µM; hits with a dose series show IC50 in µM; Salmonella Typhi PhoP-promoter GFP reporter, fluorescence, 4 h; higher % means a stronger effect; in the data active means a potency from the dose series; inconclusive means inhibition mostly from about 25% at the one dose, without a potency; inactive means the rest, 99 in 100 with inhibition below about 19%;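 further: 0% = induced wells with vehicle and 100% = uninduced wells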
inhibitors of VEEV 10K pilot screen: also measured in inhibitors of VEEV; calls as there; inhibition, %; measured here: 10K pilot screen inhibition
Active calls of the source: *; i = inactive; ? = inconclusive; nt = not tested or not shown.

SMILES	M. tuberculosis	influenza NS1A	M. tuberculosis HTS	inhibitors of VEEV	PhoP GFP inhibition	others
Cc1ccc(C(O)(C(=O)NNS(=O)(=O)c2ccc(C)cc2)c2ccc(C)cc2)cc1	0%	2%	7%	0.9%	-2%
Cc1ccc(-c2cc(-c3ccco3)c3c(N)c(C(=O)NN)oc3n2)cc1	3%	6%	56%	42%	10%
Cc1ccc(C)c(S(=O)(=O)N/N=C/c2cccnc2)c1	-5%	-4%	-4%	i	-10%
O=C(Cn1cc(C(F)(F)F)ccc1=O)Nc1ccc2c(c1)OCCO2	4%	-1%	5%	2.2%	nt
C=CCC1NS(=O)(=O)OC2CCCCC12 (stereo unspecified)	-16%	-6%	-3%	0.4%	-5%	inhibitors of VEEV 10K pilot screen=2.1
Cc1oc2c(CN3CCOCC3)c(O)ccc2c(=O)c1-c1ccccc1	-1%	0%	-6%	0.3%	-4%
Nc1nnnn1/N=C/c1cc(Cl)cc(Cl)c1O	36%	0%	-8%	0.1%	-11%
Cc1cc(C(=O)NC2CCC(O)CC2)c(C)o1 (stereo unspecified)	0%	-15%	0%	1.4%	nt
COc1ccccc1OCC(=O)N1CCN(Cc2ccc3c(c2)OCO3)CC1	-1%	-4%	3%	0.2%	-2%
COc1ccccc1NC(=O)c1ccc(NS(=O)(=O)c2ccc(F)c(F)c2F)cc1	44%	-5%	3%	0.2%	-6%
CN1C(=O)NC(c2ccc(Cl)cc2)C2=C1CC(C)(C)CC2=O (stereo unspecified)	-5%	-8%	6%	i	6%
COc1ccc(-c2csc(Cc3nnc(N4CCOCC4)n3-c3ccccc3)n2)cc1OC	nt	18%	nt	0.1%	0%
O=C(CCCC(=O)NN=Cc1ccc(Cl)cc1Cl)NN=Cc1ccc(Cl)cc1Cl	nt	3%	nt	2.7%	nt
O=C(C[n+]1cc(-c2ccc(F)cc2)n2c1CCC2)N1c2ccccc2Sc2ccccc21	46%	2%	?	1.6%	-3%
COC(=O)Cc1csc(/N=C/c2c(O)n(-c3cccc(C(F)(F)F)c3)c(=O)c3ccccc23)n1	0%	6%	0%	0.7%	-8%
O=C(Cc1c(F)cccc1Cl)Nc1ccccc1C(=O)N1CCOCC1	0%	-12%	-25%	0.8%	-2%
COc1c(F)cc2[nH]c3c(c2c1F)CCNC3=O	-5%	-3%	-4%	2.4%	1%	inhibitors of VEEV 10K pilot screen=5.0
NC(=O)NCCc1ccccc1	-16%	2%	-5%	0.1%	-15%
COc1ccc(NC(=O)c2coc3ccccc23)cc1OC	48%	-2%	16%	1.8%	-3%
CCOc1ccc(CN(C)CC(=O)Nc2ccc(N3CCOCC3)cc2)cc1OC	-3%	6%	8%	0.2%	-8%
CC(C)(C)OC(=O)[C@H](Cc1ccccc1)NC(=O)c1[nH]cnc1C(=O)Nc1cccc(Cl)c1	3%	4%	3%	2.4%	-22%
C/C(Nc1ccccc1C(F)(F)F)=C1/CCOC1=O	-15%	7%	0%	i	7%
O=C1CCCC(=O)N1c1ccc(F)cc1	-16%	-8%	-3%	1.4%	-1%
Cc1nc(N(C)C)c2sc(=S)n(-c3ccccc3)c2n1	1%	7%	6%	i	-11%
O=C(c1ccsc1)N1CCN(C(=O)c2cccs2)CC1	3%	6%	7%	i	-18%
COc1ccccc1C1CC(c2ccccc2)=NN1S(=O)(=O)c1ccccc1 (stereo unspecified)	7%	-4%	6%	1.9%	9%
Cn1c(NC(=O)c2ccco2)c(-c2ccc(Cl)cc2)c(=O)c2ccccc21	9%	-2%	5%	0.7%	4%
COCCN(C(=O)c1csnn1)C(C(=O)NC1CCCC1)c1ccccc1 (stereo unspecified)	12%	-4%	5%	i	8%
CS(=O)(=O)c1ccc(Cl)c(NC(=O)CSc2nnc(-c3cccs3)n2N)c1	12%	-7%	-11%	1.8%	nt
S=C(NCc1ccco1)Nc1ccccc1	32%	4%	3%	1.2%	1%
O=C1NC(=S)N/C1=C/c1ccc(Oc2ccc(C(F)(F)F)cc2[N+](=O)[O-])c(Cl)c1	-3%	3%	-1%	0.5%	7%
CC(C)(C)NC(=O)CN(Cc1ccc2c(c1)OCO2)C(=O)CNS(=O)(=O)c1ccccc1	-21%	-7%	-2%	0.6%	5%
COc1cccc(CCc2nnc(CCC(=O)NC(C)Cc3cccs3)o2)c1 (stereo unspecified)	14%	0%	3%	2.7%	-2%
O=C1CN(C(=O)COC(=O)CNC(=O)c2ccccc2)c2ccccc2N1	-8%	-4%	-1%	0.6%	-4%
CN(C)C(=O)Cn1c(=O)n(S(=O)(=O)c2ccccc2)c2ccccc21	-8%	0%	-8%	i	4%
c1ccc(-c2nnc(-c3ccncc3)nc2-c2ccccc2)cc1	46%	-2%	11%	0.6%	-4%
NS(=O)(=O)c1ccc(Nc2nc3ccccc3nc2NS(=O)(=O)c2cccc([N+](=O)[O-])c2)cc1	11%	7%	10%	2.4%	3%
CCOC(=O)c1ccc(NC(=O)Nc2ccc3c(c2)OCCO3)cc1	37%	13%	9%	1.2%	6%
Cn1c(=O)oc2cc(S(=O)(=O)N3CCCC(C(=O)NC4CCCc5ccccc54)C3)ccc21 (stereo unspecified)	-8%	1%	-1%	6.8%	-17%
CC1Cc2ccccc2N1C(=O)COC(=O)c1ccc(Br)o1 (stereo unspecified)	?	10%	52%	2.4%	8%
CC(C)CC(C(=O)Nc1oc(-c2ccccc2)c(-c2ccccc2)c1C#N)N1C(=O)c2ccccc2C1=O (stereo unspecified)	19%	1%	-2%	2.7%	-2%
Cc1ccc(CCNC(=O)C2CCC(=O)N2Cc2ccc(F)cc2)cc1 (stereo unspecified)	-5%	-3%	2%	i	-1%
Cc1noc(C)c1NC(=O)Nc1ccc2c(c1)C(=O)N([C@H](C)CO)C[C@H](C)[C@@H](CN(C)C(=O)Nc1ccc3c(c1)OCO3)O2	-1%	6%	-2%	2.3%	nt
C[C@H](CO)N1C[C@H](C)[C@@H](CN(C)C(=O)Nc2ccccc2)Oc2ccc(NC(=O)CCN3CCOCC3)cc2C1=O	4%	-10%	-1%	i	nt
CCCCn1c2ccccc2c2cc(CC(N)=O)ccc21	19%	-3%	2%	0.5%	2%
O=S(=O)(Nc1cc(S(=O)(=O)N2CCOCC2)ccc1Cl)c1ccccc1	4%	-7%	5%	5.5%	nt
C1CN(CCN2CCOCC2)CCN1	3%	-9%	-3%	1.2%	-5%
O=C(N/N=C/c1cn(-c2ccccc2)nc1-c1cccs1)c1ccncc1	48%	9%	?	i	-3%
O=C(Oc1ccc(OC(=O)c2ccco2)c(S(=O)(=O)c2ccc(Br)cc2)c1)c1ccco1	26%	22%	-6%	0.8%	-7%
CCOc1ccc(C=NCC(O)c2ccccc2)cc1 (stereo unspecified)	-15%	-4%	-6%	1.5%	9%
CS(=O)(=O)NN1C(=O)c2ccccc2NC1c1c[nH]c2ccccc12 (stereo unspecified)	3%	-4%	-7%	2.9%	-7%
COc1cc(/C=N/Nc2nc(C)cc(=O)[nH]2)ccc1OC(=O)c1cccnc1	-5%	-8%	-12%	2.4%	4%
Brc1ccc(NC2=Nc3ccccc3CC2)cc1	5%	7%	?	11%	4%
O=C(NCCCn1ccnc1)c1cc(Br)c(Br)s1	24%	-16%	6%	0.2%	5%
Cc1nc(C)c(C(=O)NCc2ccccc2Cl)o1	0%	2%	-3%	i	4%
COc1ccc(C(C)=O)c(OC(=O)c2ccc(OC)c(OC)c2)c1	5%	0%	11%	6.1%	6%
COc1cccc(C(=O)NCC(c2ccco2)N2CCc3ccccc3C2)c1 (stereo unspecified)	3%	-7%	-1%	2.1%	-1%
Nc1cc(C(=O)N2CCN(c3ccc([N+](=O)[O-])cc3)CC2)ccc1N1CC2CC(C1)c1cccc(=O)n1C2 (stereo unspecified)	15%	10%	-2%	3.0%	2%
Cc1cccc(CSCCNC(=S)Nc2ccccc2)c1	?	0%	-6%	1.8%	4%
N#C/C(=C\c1cccc(Oc2ccccc2)c1)C(=O)N1CCOCC1	39%	-11%	-1%	2.6%	14%
New compounds follow
SMILES	M. tuberculosis	influenza NS1A	M. tuberculosis HTS	inhibitors of VEEV	PhoP GFP inhibition	others
Cc1ccc(NC(=O)c2ccc(CSc3nnnn3C)cc2)cc1	39%	8%	2%	2.2%	0%
Nc1sccc1C(=O)c1ccc(Cl)cc1	nt	11%	nt	1.1%	nt
COC(=O)c1ccc(CNC(=O)c2ccc(OC)c(S(=O)(=O)NC3CCCC3)c2)cc1	11%	1%	7%	5.4%	nt
CC(=O)Nc1ccc2c(c1)nc(C)n2-c1ccccc1	5%	-3%	7%	1.1%	-4%
C=CCn1c(C)cc(C(=O)COC(=O)/C=C/c2cccc(OC)c2)c1C	25%	0%	1%	1.5%	-2%
COc1cc(NC(=O)CN2C(=O)C(c3ccccc3)=NC2(C)C)cc(OC)c1	15%	-1%	-3%	i	3%
Cc1ccc(S(=O)(=O)N2CCN(C(=O)CNC(=O)c3ccc(Br)o3)CC2)cc1	-15%	-3%	?	0.8%	2%
CCOc1ccc(NS(=O)(=O)c2ccc(C(=O)N3CCCCC3)cc2)cc1	18%	-6%	-12%	2.2%	-8%
CCN(C[C@H]1N[C@@](CC)(C(=O)OC)[C@H]2C(=O)N(C)C(=O)[C@@H]12)C(=O)COC	-3%	-5%	-1%	0.1%	nt
C[C@@H]1CN([C@@H](C)CO)C(=O)c2cccc(NC(=O)c3ccncc3)c2O[C@@H]1CN(C)Cc1ccc(-c2ccccc2)cc1	45%	7%	1%	0.0%	nt
Fc1ccc(-c2cnc3n2CCCCC3)cc1	8%	5%	-3%	i	-4%
C[C@H]1CN([C@@H](C)CO)C(=O)c2cc(NC(=O)C3CCCCC3)ccc2O[C@H]1CN(C)S(=O)(=O)c1ccccc1	35%	4%	5%	0.1%	nt	inhibitors of VEEV 10K pilot screen=2.1
O=C(Nc1ccc2c(c1)OCO2)NC1(C(F)(F)F)Oc2ccccc2O1	-6%	2%	2%	1.0%	3%
COc1ccc(NC(=O)/C(=C/c2ccc3c(c2)OCO3)NC(C)=O)cc1	11%	-10%	2%	0.5%	1%
Cc1c(Cl)cccc1NC(=O)CSc1ncnc2c1cnn2CCc1ccccc1	12%	-15%	0%	0.3%	-16%
Cc1cc(NC(=O)COC(=O)c2cc(S(=O)(=O)N(C)c3ccccc3)ccc2Cl)no1	3%	-1%	-11%	23%	8%
Nc1ccc(Br)cc1	nt	-2%	nt	i	nt
COc1ccc(NC(=S)N2CCC(C(=O)c3ccc(F)cc3)CC2)c(OC)c1	10%	7%	1%	1.0%	-1%
CC1CN(CCCCOc2ccc(F)cc2)CC(C)O1 (stereo unspecified)	-12%	-4%	-3%	1.5%	0%
Nc1ccc(N=Nc2ccc(N)cc2)cc1	11%	-2%	-1%	3.4%	5%

Entries shown so far with bromine, in the order listed:
SMILES	M. tuberculosis	influenza NS1A	M. tuberculosis HTS	inhibitors of VEEV	PhoP GFP inhibition	others
CC1Cc2ccccc2N1C(=O)COC(=O)c1ccc(Br)o1 (stereo unspecified)	?	10%	52%	2.4%	8%
O=C(Oc1ccc(OC(=O)c2ccco2)c(S(=O)(=O)c2ccc(Br)cc2)c1)c1ccco1	26%	22%	-6%	0.8%	-7%
Brc1ccc(NC2=Nc3ccccc3CC2)cc1	5%	7%	?	11%	4%
O=C(NCCCn1ccnc1)c1cc(Br)c(Br)s1	24%	-16%	6%	0.2%	5%
Cc1ccc(S(=O)(=O)N2CCN(C(=O)CNC(=O)c3ccc(Br)o3)CC2)cc1	-15%	-3%	?	0.8%	2%
Nc1ccc(Br)cc1	nt	-2%	nt	i	nt

Next part:
SMILES	M. tuberculosis	influenza NS1A	M. tuberculosis HTS	inhibitors of VEEV	PhoP GFP inhibition	others
CC(=O)c1ccc(NC(=O)C2CCCNC2=O)cc1 (stereo unspecified)	-2%	2%	-14%	2.0%	-1%
NC(=O)C1CCN(c2nc(-c3ccccc3F)cs2)CC1	-2%	-15%	1%	2.4%	nt
CCc1nn(CC(=O)NCCCN2CCN(C)CC2)c(=O)c2cc3occc3n12	-18%	3%	0%	1.0%	5%
O=c1c2ccccc2ncn1-c1cccc(Br)c1	-2%	-3%	-5%	3.0%	-3%
COCCNC(=O)[C@@H]1CSC2c3ccc(OC)c(OC)c3C(=O)N21 (stereo partly specified)	-3%	1%	6%	1.2%	-10%
CC1Cc2ccccc2N1C(=O)CSC1=NCCS1 (stereo unspecified)	43%	0%	-4%	0.9%	-9%
O=C(N/C(=C/c1ccc(Br)cc1)C(=O)N1CCCC1)c1cccs1	40%	-12%	4%	0.7%	-6%
CCc1nnc(-n2nc(C)cc2-c2ccccc2)n1N	5%	-12%	7%	3.2%	5%
